Compound activity: PubChem, several laboratories
RmlCD inh 1536 = M. tuberculosis RmlC/RmlD coupled enzyme inhibitors, primary screen, biochemical, compound mixtures, 384-well, from 1536-well plates; dTDP-4-dehydrorhamnose reductase (Mycobacterium tuberculosis (strain ATCC 25618 / H37Rv)) …; RmlC+RmlD coupled enzyme assay, percent inhibition; primary screen in compound mixtures; inhibition, % at 3.6 µM; actives 0.03% (n = 160,000); in the data active = inhibition mostly above about 34%, no sharp cut-off; note: some results filed as inactive read as strong as hits
Target sequence (P9WH09 whole entry, looked up): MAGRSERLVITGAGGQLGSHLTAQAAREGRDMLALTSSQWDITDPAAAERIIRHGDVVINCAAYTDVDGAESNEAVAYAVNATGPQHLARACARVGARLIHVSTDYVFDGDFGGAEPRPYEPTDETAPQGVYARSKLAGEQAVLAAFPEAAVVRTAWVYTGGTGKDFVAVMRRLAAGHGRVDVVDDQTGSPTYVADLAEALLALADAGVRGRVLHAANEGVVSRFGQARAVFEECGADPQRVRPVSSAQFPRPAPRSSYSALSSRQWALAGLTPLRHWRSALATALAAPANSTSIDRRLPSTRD
Target sequence (P9WH11 whole entry, looked up): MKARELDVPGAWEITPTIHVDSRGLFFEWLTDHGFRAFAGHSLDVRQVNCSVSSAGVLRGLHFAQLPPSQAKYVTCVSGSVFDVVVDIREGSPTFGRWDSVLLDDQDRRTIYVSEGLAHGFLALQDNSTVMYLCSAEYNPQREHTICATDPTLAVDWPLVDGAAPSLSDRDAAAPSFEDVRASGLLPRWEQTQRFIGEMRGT
GlmU inhibition = inhibition of mycobacterial GlmU enzyme – biochemical, glucosamine-1-phosphate acetyltransferase (AID 1376). M. tuberculosis GlmU acetyltransferase enzyme assay; higher % means a stronger effect. inhibition, %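 (tested at 30 µM in the primary screen)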, or IC50 in µM where a hit was titrated. actives 0.25% (n = 220,000); in the data active = inhibition above about 13%;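 note: 0% = complete reaction with vehicle and 100% = reaction without substrate; strong numbers were not always called active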
Numbers without * were called inactive; . = no result given.

SMILES	RmlCD inh 1536	GlmU inhibition
CC(C)CC1NC(=O)N(CCCCN2C(=O)c3ccccc3C2=O)C1=O (stereo unspecified)	13.4	-1.4%
O=C1CCCN1CCCNC(=S)Nc1ccc(Cl)cc1Cl	-8.3	-0.4%
O=P(CCO)(c1ccccc1)c1ccccc1	-14.8	-3.1%
CCc1ccccc1N(C(C)=O)c1nc(CN=C=S)cs1	58.2	0.7%
O=C(CSc1nc2ccccc2s1)NC1CCS(=O)(=O)C1 (stereo unspecified)	-8.1	5.9%
CCS(=O)(=O)N1CCC(C(=O)N2CCOCC2)CC1	-4.0	0.4%
Cc1cc(=O)[nH]c(SCn2nnc3ccccc3c2=O)n1	48.9	0.9%
Cc1ccc2c(c1)N(CC(=O)N(Cc1ccccn1)Cc1ccco1)C(=O)C(C(C)C)O2 (stereo unspecified)	.	-4.4%
COC(=O)C1C(c2ccccc2)C(C(=O)OCc2ccco2)C1c1ccccc1 (stereo unspecified)	.	2.2%
CC(=O)CC1(OC(C)=O)C(=O)N(C)c2ccccc21 (stereo unspecified)	9.7	2.6%
NC(=O)CN(c1ccc(Cl)cc1)S(=O)(=O)c1ccccc1	.	2.0%
CCSc1ncccc1C(=O)N[C@@H](CCSC)C(=O)OC	66.5	9.9%
Clc1ccccc1-c1nnc2sc(-c3cccs3)nn12	-5.2	0.5%
CCOC(=O)C1CSC(CC(=O)Nc2ccc(Cl)c(Cl)c2)C(=O)N1 (stereo unspecified)	-0.1	-5.6%
CCOc1ccc(NC(=O)CSc2nnc(Cc3cccn3C)n2-c2ccc(OC)cc2)cc1	-1.1	6.0%
CC(C)CNC(=S)N1CCN(Cc2ccc3c(c2)OCO3)CC1	5.7	9.7%
O=C(NCc1cccnc1)C1c2ccccc2C(=O)N1C1CCCC1 (stereo unspecified)	-4.4	-1.8%
O=[N+]([O-])c1cc(-n2cnnn2)c(O)c([N+](=O)[O-])c1	-12.4	3.3%
O=C1/C(=C\c2cccnc2)N2CCC1CC2	14.0	-1.0%
COc1ccc(OC)c(C(O)c2coc3ccc(O)c(CN(C)C)c23)c1 (stereo unspecified)	2.5	-5.2%
Cc1ncsc1C(=O)NCc1ccc(N2CCCC2=O)cc1	.	3.4%
Cc1nc2scc(-c3ccccc3)c2c(=O)n1/N=C/c1ccco1	-1.0	-1.9%
N#Cc1cccc(Nc2c3c(nc4ccccc24)CCCC3)c1	12.1	-1.2%
Cc1ccc(Oc2nnc(-c3ccc(C)cc3)c3ccccc23)cc1	5.9	2.8%
Cc1ccc(C(c2nnnn2C2CCCCC2)N2CCN3CCCC3C2)cc1 (stereo unspecified)	.	5.8%
O=[N+]([O-])c1ccc(N2CCOCC2)cc1O	5.9	4.3%
Cc1ccsc1C=C1C(=O)c2ccccc2C1=O	5.9	-3.3%
COc1ccc2c(c1O)-c1cccc3c1[C@@H](C2)N(C)CC3	.	2.3%
COC(=O)c1[nH]c2ccccc2c1NC(=O)CN1CCN(Cc2ccc3c(c2)OCO3)CC1	.	1.6%
CC(C)CCN1CCN(Cc2ccc(Oc3ncccn3)cc2)CC1CCO (stereo unspecified)	.	2.4%
COc1ccc(OC)c(Cc2nnc(CCC(=O)NCc3ccc(C)s3)o2)c1	-12.4	-2.6%
O=Cc1cn(CCC(=O)O)nc1-c1cc2ccccc2o1	-13.2	-0.1%
C[C@H]1CCCC(=O)CCCCCc2cc(O)cc(O)c2C(=O)O1	.	2.3%
Cc1cc(C(=O)COC(=O)C2CCN(C(=O)c3ccc(Cl)cc3)CC2)c(C)n1CC1CCCO1 (stereo unspecified)	-9.5	3.2%
O=C(N/N=C/c1ccccc1OC(F)F)c1cc(-c2ccncc2)nc2ccccc12	-7.0	-5.1%
Cc1ccc(NC(=S)NCc2ccc(S(N)(=O)=O)cc2)cc1Cl	-9.5	-1.0%
COc1ccc(C2C(C#N)=C(N)Nc3nc4ccccc4n32)cc1 (stereo unspecified)	3.7	2.6%
O=C(COC(=O)c1c(F)cccc1F)Nc1ccc2[nH]c(=O)[nH]c2c1	-10.1	1.7%
CCN1C(=O)/C(=C/N(C)C)c2ccccc21	9.0	-2.4%
N#Cc1c(N)n(-c2ccc(C(=O)O)cc2)c2nc3ccccc3nc12	9.5	0.9%
Cn1c(O)c(C=NCCN2CCOCC2)c(=O)n(C)c1=S	4.5	-0.6%
Cc1nn(-c2ccccc2)c(Cl)c1C(=O)NCC(=O)O	.	0.3%
O=C(Oc1cc(=O)oc2c1c(=O)n1c3c(cccc23)CC1)c1ccccc1	7.1	2.6%
Cc1cc(C(=O)COC(=O)c2ccc(O)cc2)c(C)n1-c1ccccc1F	-17.0	-2.5%
COc1ccc(Cl)cc1C(=O)Nc1cc(=O)n(C)c(=O)n1C	.	0.3%
CCOC(=O)c1csc(NC(=O)c2cc3ccccc3o2)n1	10.6	-1.7%
Cn1ccnc1SCC(=O)NC12CC3CC(CC(C3)C1)C2	.	2.4%
Cc1nnc(SCC2=C(C(=O)O)N3C(=O)C(NC(=O)c4cc(F)c(F)cc4Cl)C3SC2)s1 (stereo unspecified)	-11.7	-0.1%
Cc1cc(C)c2cc(C#N)c(N3CCCN(S(=O)(=O)c4ccccc4)CC3)nc2c1	.	-1.5%
CN(Cc1cccnc1)Cc1c(C(=O)N2CCc3ccccc3C2)nc2ccc(Cl)cn12	.	-3.8%
CCOC(=O)COc1ccccc1/C=N/O	-1.2	-0.6%
CC(C)(C)c1nn2cnnc2n(/N=C/c2ccccc2)c1=O	-14.8	-10.1%
O=C(NCCc1ccc(Cl)cc1)c1cc(-c2ccncc2)nc2ccccc12	41.7	9.8%
COc1cccc(CNC(=O)CCC2CCCN(C(=O)c3ccc(OC)c(F)c3)C2)c1 (stereo unspecified)	-4.4	-2.5%
Cc1nc(S(=O)(=O)NC2CCCCC2)c(C#N)c(C)c1Cl	6.4	.
O=C(COc1ccc(-c2nnco2)cc1)NCc1ccccc1Cl	-7.1	2.0%
N#Cc1nc(-c2ccco2)oc1NCc1cccnc1	16.7	-4.9%
COc1ccc(CNc2nc(NCc3ccc(OC)cc3)n(C(=O)c3ccncc3)n2)cc1	-12.2	-0.3%
CN1CCc2[nH]c3ccc(C(=O)NN)cc3c2C1	.	-3.7%
CCOC(=O)CNC(=O)CNC(=O)Cn1ccc2ccccc2c1=O	.	1.8%

Additional records:
SMILES	RmlCD inh 1536	GlmU inhibition
O=C(NCc1cccs1)C1CC(c2ccc(Cl)c(Cl)c2)=NO1 (stereo unspecified)	2.3	1.4%
CO/N=C/C(C#N)=C/c1ccc(OC)c(OC)c1	6.8	-1.4%
CCOc1ccc(NC(=S)Nc2ccc3nsnc3c2)cc1	-10.3	6.8%
O=S(=O)(Nc1cc(Cl)ccc1N1CCCCC1)c1cccs1	.	-2.0%
COc1ccc(C)cc1NC(=O)CSc1nnc(COc2ccc(Cl)cc2)n1Cc1ccco1	-8.0	-0.8%
COC(=O)c1ccc(COC(=O)C23CC4CC(CC(O)(C4)C2)C3)o1	.	2.4%
Cc1cccc(NC(=O)OC2CN3CCC2CC3)c1 (stereo unspecified)	.	3.1%
COc1ccc(C(O)Cn2cc([N+](=O)[O-])nc2C)cc1 (stereo unspecified)	.	2.4%
COc1cc(C(=O)N2c3ccccc3CC2C)cc(OC)c1OC (stereo unspecified)	.	-0.2%
Fc1cc(F)cc(NC(=S)N2CCC(c3ccccc3)C2)c1 (stereo unspecified)	.	-3.7%
CCOC(=O)c1c(C)[nH]c(C)c1C(=O)COC(=O)CNC(=O)C1CCCCC1	-15.8	7.0%
COc1ccc2c(c1)CCc1c(C(=O)Nc3cc(C)n(Cc4ccc(Cl)cc4)n3)noc1-2	-4.7	-0.2%
COc1ccc(-c2nnn(CC(=O)N(CC(=O)NC3CCCC3)Cc3cccs3)n2)cc1OC	.	-2.3%
CCCCNC(=O)C1CCN(C/C(C)=C/c2ccccc2)CC1	.	1.8%
CCc1nc2c(sc3nc4c(cc32)COC(C)(C)C4)c(=O)n1Cc1ccccc1	.	5.9%
CCSc1nn2c(=O)c3ccccc3nc2s1	-0.9	2.8%
C/C(Cc1ccccc1)=N\NC(=O)CNC(=O)c1ccc(Cl)cc1	-9.6	-4.3%
NS(=O)(=O)c1ccc(NC=C2C(=O)OC3(CCCCC3)OC2=O)cc1	0.8	5.4%
Clc1ccc(CNC2CCCC2)cc1	14.9	-9.6%
COc1cc([N+](=O)[O-])ccc1-c1ccc(/C=N/NC(N)=O)o1	12.6	-1.5%
Cc1ccc(C(=O)CC2(O)C(=O)N(C)c3ccccc32)o1 (stereo unspecified)	11.1	1.2%
O=C(CCNC(=O)c1ccccc1)Oc1ccc([N+](=O)[O-])cc1	.	1.8%
O=C(C1CCC1)N1CCc2cc(S(=O)(=O)NCC3COc4ccccc4O3)ccc21 (stereo unspecified)	.	1.4%
COc1ccc(OC)c(NC(=O)N2CCCC(C(=O)c3ccccc3OC)C2)c1 (stereo unspecified)	4.5	-2.3%
O=S1(=O)N=C2CCCCCN2C(c2ccccc2)N1 (stereo unspecified)	-9.8	-1.7%
CCc1cccc(C)c1N(C(=O)Cn1c(CO)nc2ccccc21)C(C)COC (stereo unspecified)	.	2.1%
C#CCOc1nc(OCC#C)nc(OCC#C)n1	.	8.2%
O=C(Nc1ccc(S(=O)(=O)NC2=NCCCCC2)cc1)c1ccccc1Cl	-1.2	1.4%
CCOC(=O)C1C(c2ccccc2)C(C(=O)OCC)S(=O)(=O)C(CCN(CC)CC)S1(=O)=O (stereo unspecified)	-17.6	2.2%
CCCCCCC1CCC(C(=O)NC(CCSC)C(=O)NC(C(=O)OC)C(C)C)CC1 (stereo unspecified)	-2.4	1.4%
O=C(O)/C(=C\c1cccs1)c1ccc(F)cc1	9.5	-1.4%
O=[N+]([O-])c1ccc(C2NS(=O)(=O)N=C3CCCCCN32)cc1 (stereo unspecified)	7.9	0.0%
O=C1/C(=C/c2ccncc2)SC(=S)N1C1CCS(=O)(=O)C1 (stereo unspecified)	-9.2	3.1%
Cc1cccc(-n2cnc(C(=O)NC3CCCCCC3)c2)n1	-4.2	-6.7%
Cc1ccc(C)c(C(=O)CCC(=O)O)c1	.	0.6%
CC1(C)CC(=O)C(C=NCC2CCN(C(=O)Nc3ccccc3)CC2)=C(O)C1	.	-1.5%
COc1ccc(NC(=O)CSc2ccccc2)c(OC)c1	.	0.7%
CC(/C=C/C1(O)C(C)CC(O)CC1(C)C)OC1OC(CO)C(O)C(O)C1O (stereo unspecified)	.	3.6%
CCCN1CCC(NC(=O)Nc2ccc(OC)c(OC)c2)CC1	-0.5	3.2%
CCc1ccc(-c2nc(CN3CCC(C(=O)NCCc4ccc(OC)c(OC)c4)CC3)c(C)o2)cc1	-7.4	1.2%

Among those listed so far, these have an NH in an aromatic ring:
SMILES	RmlCD inh 1536	GlmU inhibition
Cc1cc(=O)[nH]c(SCn2nnc3ccccc3c2=O)n1	48.9	0.9%
COC(=O)c1[nH]c2ccccc2c1NC(=O)CN1CCN(Cc2ccc3c(c2)OCO3)CC1	.	1.6%
O=C(COC(=O)c1c(F)cccc1F)Nc1ccc2[nH]c(=O)[nH]c2c1	-10.1	1.7%
CN1CCc2[nH]c3ccc(C(=O)NN)cc3c2C1	.	-3.7%
CCOC(=O)c1c(C)[nH]c(C)c1C(=O)COC(=O)CNC(=O)C1CCCCC1	-15.8	7.0%

The list goes on:
SMILES	RmlCD inh 1536	GlmU inhibition
COc1ccccc1C1=NN(C(=S)Nc2ccccc2)C(c2ccco2)C1 (stereo unspecified)	-0.9	.
O=C(O)CCN1C(=O)c2ccccc2C1=O	-6.1	1.5%
O=C(CC1NCCNC1=O)NC1Cc2ccccc2C1 (stereo unspecified)	-3.9	2.7%
COc1ccc(NC(=O)CSc2nnc(N)s2)c([N+](=O)[O-])c1	6.8	5.2%
Cc1nn(C)cc1/C=N/NC(=S)Nc1ccccc1	.	4.6%
COc1cccc(-n2c(SCC(=O)OC(C)C)nnc2-c2cccnc2)c1	.	2.4%
COc1ccc(/C=C/C(=O)c2ccccc2)cc1Cn1nnc2ccccc21	.	6.2%
C/C(=N\NC(=O)CNC(=O)c1ccc2c(c1)OCCO2)c1ccco1	1.7	-0.1%
Cc1ccc(S(=O)(=O)c2c[nH]c3cc4c(cc3c2=O)OCO4)cc1	-10.7	1.9%
CCc1ccc2nc(SCC(=O)NCC3CCCO3)c(C#N)cc2c1 (stereo unspecified)	7.1	2.5%
CC(=O)N(Cc1cccnc1)Cc1cc2ccccc2[nH]c1=O	0.7	-1.0%
O=C(CSc1nnc(-c2ccc(Br)cc2)o1)Nc1cccc2ccccc12	.	-3.6%
COc1cccc(/C=N/NC(=O)c2cc(C34CC5CC(CC(C5)C3)C4)[nH]n2)c1	.	2.3%

Part of the list above in order of formula weight, low to high.
SMILES	RmlCD inh 1536	GlmU inhibition
O=C(O)CCN1C(=O)c2ccccc2C1=O	-6.1	1.5%
O=[N+]([O-])c1ccc(N2CCOCC2)cc1O	5.9	4.3%
O=C(NCc1cccnc1)C1c2ccccc2C(=O)N1C1CCCC1 (stereo unspecified)	-4.4	-1.8%
O=S(=O)(Nc1cc(Cl)ccc1N1CCCCC1)c1cccs1	.	-2.0%
CCOC(=O)C1CSC(CC(=O)Nc2ccc(Cl)c(Cl)c2)C(=O)N1 (stereo unspecified)	-0.1	-5.6%
COc1ccc2c(c1)CCc1c(C(=O)Nc3cc(C)n(Cc4ccc(Cl)cc4)n3)noc1-2	-4.7	-0.2%
COC(=O)c1[nH]c2ccccc2c1NC(=O)CN1CCN(Cc2ccc3c(c2)OCO3)CC1	.	1.6%

Only part of the results is shown; count on the stated rates, not on these rows.
